SW480 rereplic: induces DNA re-replication in SW480 colon adenocarcinoma cells; SW480 DNA re-replication, Hoechst DNA content imaging, 48 h; Potency, µM (titrated, usually from 46.1 µM), for inactives: top-dose re-replication activation, hits mostly activators; actives 1.8% (n = 340,000); AID 624297; further: potency means the concentration at half of the fitted maximal effect; % of control where 0% means no effect; nearly all actives have a fitted effect of over 55% in size
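Readout is total intensity of Hoechst-stained nuclei, excited at 405 nm and collected at 500-530 nm. Compound treatment lasted 48 hr at 37 C in 5% CO2 before staining.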
ATXN2 expr inh: reduces ATXN2 reporter expression in HEK-293 cells | HEK-293 ATXN2-luciferase reporter, luminescence, 24 h | Potency, µM (highest dose often 57 µM), for the others: at the highest dose activity change, negative = inhibition, usual class: inhibitors | actives 0.72% (n = 360,000) | AID 1745845; further: potency means the concentration at half of the fitted maximal effect; on the % scale 0 is the no-effect control and ±100 the full control effect; nearly all actives have a fitted effect of over 55% in size
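qHTS (up to 57 uM final) was run with 24 h compound exposure of reporter cells at 37 °C. Each well was multiplexed: SteadyGlo luminescence measured ATXN2-luciferase expression after a fluorogenic Gly-Phe-AFC viability readout (25 uM final).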
MCF10A rerep: inducers of DNA re-replication in MCF 10A breast cells | MCF 10A DNA re-replication, Hoechst nuclear intensity, 48 h | Potency, µM (top dose mostly 46.1 µM), for inactives: at the top dose activity, positive = re-replication, usual class: activators | actives 2.9% (n = 350,000); further: potency means the concentration at half of the fitted maximal effect; % of control where 0% means no effect; nearly all actives have a fitted effect of over 50% in size
HepG2 tox: kills HepG2 cells in TGF-b inhibitor counter-screen | Potency, µM (highest dose often 46.1 µM), without a hit: at the highest dose activity change, negative = cytotoxicity, actives largely listed as cytotoxic | HepG2 CAGA-GFP viability, ATP luminescence, 18 h | actives 0.76% (n = 410,000) | AID 588856; further: potency means the concentration at half of the fitted maximal effect; some results filed as inactive show a strong effect at the top dose
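CellTiter-Glo luminescence gave cytotoxicity after 18 hours at 37 degrees C. The cells were HepG2 CAGA-GFP in 1% FBS DMEM, stimulated with 500 pg/mL TGF-beta after compound addition. %Activity was normalised to no-cell wells (complete cell-killing) and DMSO (no toxicity), and curves were fitted and classified.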
HT1080 IDH1KD tx: toxicity to HT-1080 IDH1 knockdown cells (counter line). Potency, µM (titrated, usually from 46.1 µM), for the others: at the top dose activity, negative = toxicity, most hits filed as cytotoxic. actives 2% (n = 360,000). HT-1080 IDH1 knockdown viability, ATP luminescence, 48 h;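 further: potency means the concentration at half of the fitted maximal effect; 0% = DMSO wells and -100% = cell-free medium wells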
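In this qHTS, HT-1080 cells depleted of IDH1 are exposed for 48 h at 37 °C to compound titrations. Toxicity is scored from CellTiter-Glo luminescence, with DMSO as full viability and medium alone as none.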
IL-1B inflam inh: blocks inflammasome-driven IL-1 beta release; THP-1 LPS/ATP IL-1B secretion, AlphaLISA, 16 h; active compounds read low; activity change, % at 57.5 µM; actives 4.7% (n = 360,000); AID 743279; in the data active means activity change below about -50%; inconclusive means mostly about -30% to -49%; further: on the % scale 0 is the no-effect control and ±100 the full control effect
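Secreted IL-1B measured by AlphaLISA bead assay after 16 h compound exposure of THP-1 cells; compounds (final up to 57.5 uM) added 1 h before LPS (250 ng/mL) and ATP (1.25 mM) stimulation; lower signal means less secretion.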
HT1080NT lethal: kills 2HG-producing HT-1080-NT fibrosarcoma cells. HT-1080-NT fibrosarcoma viability, CellTiter-Glo ATP luminescence, 48 h. Potency, µM (top dose mostly 46.1 µM), for the others: at the top dose activity, negative = less viability, hits mostly cytotoxic. actives 1.6% (n = 360,000);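 further: NT is the 2HG producing partner of a matched IDH1 knockdown line; potency means the concentration at half of the fitted maximal effect; 0% = DMSO-treated cells and -100% = media-only wells without cells; nearly all actives have a fitted effect of over 55% in size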
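Viability by CellTiter-Glo luminescence after 48 h compound exposure at 37C of HT-1080-NT cells (750/well, RPMI, 5% FBS). % activity scaled between DMSO wells and medium-only wells, then curve-fitted and categorized by curve class.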
S2 tox: viability counter-screen for ATXN expression inhibitors; Potency, µM (series often up to 56.7 µM), usual class: cytotoxic; actives 0.49% (n = 400,000); S2 cells (HEK-293 line with an ATXN2-luciferase reporter) viability, CellTiter-Fluor protease fluorescence, 24 h; further: potency means the concentration at half of the fitted maximal effect; nearly all actives have a fitted effect of over 40% in size
KB-3-1 cytotox: kills parental KB-3-1 adenocarcinoma cells. KB-3-1 viability, CellTiter-Glo ATP luminescence, 72 h. Potency, µM (top dose mostly 46.1 µM), without a hit: top-dose activity change, negative = cytotoxic, usual class: cytotoxic. actives 1.4% (n = 400,000); further: potency means the concentration at half of the fitted maximal effect; on the % scale 0 is the no-effect control and ±100 the full control effect; nearly all actives have a fitted effect of over 60% in size
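KB-3-1 parental drug-naive adenocarcinoma cells in DMEM/10% FBS, incubated 72 h at 37 C with pin-transferred compounds across a concentration series. Viability by CellTiter-Glo luminescence; concentration-response curves fitted after normalization.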
An asterisk follows results filed as active; i = inactive; ? = inconclusive; . = no result given; [ ] = dose if it differs, or a comment. Unless noted, the call rests on the fitted dose curve; in most records, active means well fitted curve in the direction sought with a large enough effect; inconclusive means small, poorly fitted or top-dose-only effect, or another doubt; inactive means no such curve, though single readings can be large; an effect the other way counts as inactive or inconclusive.

cpd	SMILES	SW480 rereplic	ATXN2 expr inh	MCF10A rerep	HepG2 tox	HT1080 IDH1KD tx	IL-1B inflam inh	HT1080NT lethal	S2 tox	KB-3-1 cytotox
1	CCC1Oc2ccccc2N(CC(=O)N2CC(C)CC(C)C2)C1=O (configuration not stated)	.	.	.	2.1%	-1.0%	-21.4	0.6%	i	3.0%
2	CCCCN(CCCC)CCCNC(=O)CC1Oc2ccc(C)cc2NC1=O (configuration not stated)	2.4%	-11.2%	-0.9%	-27.8%	1.6%	-0.2	5.3%	?	-17.2%
3	CC(C)C(=O)Nc1ccc(N2CCN(C(=O)c3cccs3)CC2)cc1	-8.1%	0.7%	12.2%	3.4%	22.4%	10.1	12.9%	i	2.0%
4	O=S(=O)(Nc1n[nH]c(C(F)(F)F)n1)c1ccccc1	-1.0%	-6.2%	1.3%	-2.1%	0.5%	41.1	-0.6%	i	0.0%
5	O=[N+]([O-])c1ccc(N/N=C\c2cccn2-c2ccccc2)nc1	?	?	14.6µM*	-3.4%	?	92.8	?	i	?
6	COc1cc(CCC(=O)Nc2ccc(S(=O)(=O)N3CCOCC3)cc2)cc(OC)c1OC	-26.7%	.	-3.5%	-4.0%	0.0%	12.6	-2.5%	i	-5.3%
7	COc1cccc(NC(=O)Cn2c(=O)n(Cc3ccc(C(=O)NCc4ccc(C)cc4)cc3)c(=O)c3ccccc32)c1	.	7.1%	.	-0.8%	.	.	.	i	1.5%
8	CC(=O)Nc1ccc(C(=O)Nc2cc(C)on2)cc1	-3.2%	42.7%[activator]	0.7%	0.0%	21.4%	-20.3	21.4%	i	1.1%
9	CCCC(=O)Nc1cccc(NC(=O)c2ccc(C)c([N+](=O)[O-])c2)c1	1.6%	9.5%	-4.4%	-16.7%	11.6%	-19.8	-1.8%	?	5.6%
10	CCN1C(=O)c2ccc(C(=O)Nc3c(C)cc(C)cc3C)cc2C1=O	0.0%	-13.7%	0.3%	-1.7%	6.9%	2.1	12.4%	i	-4.5%
11	CC(=O)N/C(=N/c1nc(C)cc(C)n1)Nc1ccc(C)cc1Cl	-3.7%	-13.2%	-0.9%	-0.2%	-1.3%	-0.3	12.7%	.	-1.5%
12	O=C(NCCCN1CCN(c2ccc(F)cc2)CC1)NC12CC3CC(CC(C3)C1)C2	?	?	?	-11.2%	14.6µM*	?	16.4µM*	i	-17.5%
13	Nc1ccc(CC(N)c2csc(Nc3nncc4ccccc34)n2)cc1 (configuration not stated)	.	-24.2%	.	-30.3%	-25.0%	?	?	i	?
14	COc1cc(Cl)c(C)cc1NC(=O)CN1c2ccccc2S(=O)(=O)c2ccccc21	.	-4.4%	.	-8.0%	.	.	.	i	-16.6%
15	COc1ccc(NC(=O)CSc2nc3ccccc3nc2N2CCOCC2)cc1	1.1%	-25.4%	2.8%	-17.2%	0.0%	-22.2	-15.5%	?	3.9%
16	O=C(CN(c1cccc(C(F)(F)F)c1)S(=O)(=O)c1ccc(Cl)c([N+](=O)[O-])c1)NCc1ccccc1	13µM*	-0.9%	3.66µM*	-12.8%	-1.9%	-10.7	-0.8%	i	-6.0%
17	CN(CCc1ccccc1)C(=O)c1cccc(NC(=O)Cc2cccc([N+](=O)[O-])c2)c1	-3.2%	-27.8%	5.5%	-18.4%	-6.8%	?	-0.5%	?	-19.1%
18	COCCN1CCN(C(=O)C2CCC(=O)N(Cc3ccccc3F)C2)CC1 (configuration not stated)	-5.6%	2.2%	1.7%	0.8%	13.2%	5.7	-1.5%	?	4.8%
19	CCNC(=S)Nc1cc(C(=O)N2CCCC2)ccc1N1CCCC1	3.5%	-8.5%	2.3%	-0.9%	0.3%	7.0	-2.9%	i	-5.4%
20	COC(=O)CNc1c(-c2ccccn2)nc2ccc(Br)cn12	-4.8%	0.0%	5.2%	-12.2%	8.1%	-11.7	17.5%	?	-4.1%
21	COc1ccccc1NC(=O)N1CCCC1C(=O)NCc1ccccc1 (configuration not stated)	-5.9%	-6.4%	-1.7%	0.7%	7.3%	-6.4	7.9%	i	12.3%
22	COc1ccc(OC)c2sc(NC(=O)C3COc4ccccc4O3)nc12 (configuration not stated)	17.6%	-17.2%	9.5%	-10.0%	-27.6%	?	0.0%	i	8.0%
23	Cc1ccc(C)c(NC(=O)CN(C)C(=O)c2cccc(Oc3ccccc3)c2)c1	-1.5%	.	15.7%	-16.4%	?	-4.3	-2.3%	i	-14.8%
24	CCOc1cc(N2CCOCC2)c(OCC)cc1NC(=O)c1cc(C)cc(C)c1	-3.1%	-11.5%	?	0.8%	8.9%	-7.4	2.4%	i	-0.5%
25	c1nc(SSc2ncnc3nc[nH]c23)c2[nH]cnc2n1	?	-6.2%	?	-65.1%	1.3µM*	?	2.31µM*	i	5.17µM*
26	COc1ccc(C(=O)NC(C)c2cnn(-c3ccccn3)c2C)o1 (configuration not stated)	-14.6%	32.3%	-0.2%	8.6%	16.6%	10.5	10.4%	?	4.2%
27	O=C(Nc1nnc([C@@H]2C[C@H](O)[C@@H](CO)O2)s1)Nc1ccc(F)cc1F	.	17.6%	.	-2.0%	?	26.6	4.0%	i	-0.2%
28	Cc1cc(NS(=O)(=O)c2ccc(NC(=O)c3ccc([N+](=O)[O-])s3)cc2)nc(C)n1	?	-13.7%	18.4µM*	-25.8%	-29.9%	-53.2*	-18.2%	?	?
29	COc1ccc(N(C(C)=O)C2C=CS(=O)(=O)C2)c(OC)c1 (configuration not stated)	-12.4%	9.1%	-1.7%	-3.2%	8.2%	-6.5	-5.2%	i	-7.6%
30	Cc1c(Cl)cccc1NC(=O)CS(=O)(=O)c1ccccc1	17.2%	26.5%	1.3%	5.6%	0.1%	0.0	0.5%	i	-0.5%

IL-1B inflam inh: entries above that show a hit.
# | SMILES | SW480 rereplic | IL-1B inflam inh
28 | Cc1cc(NS(=O)(=O)c2ccc(NC(=O)c3ccc([N+](=O)[O-])s3)cc2)nc(C)n1 | ? | -53.2*

(continued)
cpd	SMILES	SW480 rereplic	ATXN2 expr inh	MCF10A rerep	HepG2 tox	HT1080 IDH1KD tx	IL-1B inflam inh	HT1080NT lethal	S2 tox	KB-3-1 cytotox
31	CCN(C(=O)COC(=O)CCOc1ccc(C(C)(C)C)cc1)c1c(N)n(Cc2ccccc2)c(=O)[nH]c1=O	-0.3%	?	23.1µM*	-8.5%	3.0%	-16.0	5.5%	?	25.9µM*
32	Nc1nc(-c2cccnc2)nn1C(=O)CCc1ccccc1	-6.3%	1.1%	0.1%	12.1%	15.6%	-3.9	25.0%	i	1.4%
33	COc1ccc(CC(=O)NCc2nn(-c3ccccc3)nc2C)cc1OC	-8.2%	.	0.3%	-33.9%	0.1%	30.8	-5.2%	i	-5.8%
34	CCOC(=O)N1CCC2(CC1)C(C#N)=C(N)OC1=C2C(=O)CC(C)(C)C1	2.2%	-2.0%	6.0%	-5.1%	10.3%	1.2	9.9%	i	10.2%
35	Cc1ccc(-c2noc(CCC(=O)NCc3ccccc3CN3CCOCC3)n2)cc1	?	-11.5%	-4.1%	-32.8%	9.1%	0.0	-5.8%	i	-2.3%
36	Cc1nc(SCC(=O)N2CCN(c3ccccn3)CC2)c(C#N)c(C)c1C	-7.9%	-16.4%	1.2%	7.9%	6.8%	-18.2	8.4%	i	11.1%
37	Nc1nc(SCC(=O)N2CCCCCC2)[nH]c(=O)c1NC(=O)c1ccco1	-14.2%	8.2%	8.8%	1.4%	1.9%	9.3	10.1%	i	0.0%
38	Cc1ccc(C(=O)Nc2ccc(SC(F)F)cc2)s1	-124.2%[inhibitor]	99.3%[activator]	-26.2%	0.0%	-16.3%	-59.3*	-2.9%	?	-12.1%
39	COC(=O)C1=NN(c2ccccc2)C2C(=O)N(c3ccccc3OC)C(=O)C12 (configuration not stated)	2.9%	7.1%	-2.9%	23.6%	4.5%	3.5	8.6%	i	?
40	CC(NC(=O)CN(Cc1ccccc1)S(=O)(=O)c1ccccc1)c1cccnc1 (configuration not stated)	0.4%	-15.0%	-3.3%	-1.5%	-3.3%	0.0	-0.8%	i	0.2%
41	CCCCNC(=O)C1CCN(Cc2nc(-c3ccc(OC)c(OC)c3)oc2C)CC1	.	8.7%	.	-1.5%	.	.	.	i	-4.4%
42	Cn1c(=O)c2c(nc(N3CCCC3)n2C)n(C)c1=O	-18.4%	2.3%	1.1%	4.0%	9.5%	25.5	10.5%	i	2.3%
43	CC(C)CCOc1ccc(C(=O)C[N+]2(C)CCOCC2)cc1	-5.3%[9.22 µM]	2.8%	28.3%	1.9%	10.7%	-23.4	16.0%	i	-17.9%
44	CCN(C(=O)COC(=O)CNC(=O)c1sc2ccccc2c1Cl)C1CCCCC1	-10.4%	-12.3%	1.4%	-3.2%	0.1%	18.2	-0.2%	i	-10.6%

Profiles from above. Order of screens: SW480 rereplic, ATXN2 expr inh, MCF10A rerep, HepG2 tox, HT1080 IDH1KD tx, IL-1B inflam inh, HT1080NT lethal, S2 tox, KB-3-1 cytotox
`CCN(C(=O)COC(=O)CNC(=O)c1sc2ccccc2c1Cl)C1CCCCC1` is listed as -10.4%, -12.3%, 1.4%, -3.2%, 0.1%, 18.2, -0.2%, i, -10.6%
`CC(NC(=O)CN(Cc1ccccc1)S(=O)(=O)c1ccccc1)c1cccnc1` (configuration not stated) is listed as 0.4%, -15.0%, -3.3%, -1.5%, -3.3%, 0.0, -0.8%, i, 0.2%

No enrichment for hits; 8.9% or so of the library scored in one or more.
